Compound activity from PubChem BioAssay.
E coli WT exp: growth inhibitors of E. coli BW25113 wild type. OD600 absorbance. AID 710. 98,000 compounds, 0.15% hits. growth inhibition, % at 100 µM;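 active = growth inhibition above about 50% at one test dose, limit read from the data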;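 note: growth measured after 20 h incubation at 37 °C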
H69AR inhibit: growth inhibitors of human H69AR lung tumor cells; H69AR lung tumor viability, ATP luminescence, 72 h; hits give low values; viability, % at 10 µM; 85,000 compounds, 6% hits;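 active = viability at or below 40%; inactive = viability above 40%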;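 note: multidrug resistant small cell line overexpressing MRP-1 efflux transporter; 100% = mean luminescence of untreated control wells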
S1P2 antag: antagonists of human S1P2 receptor. O95136. cell-based S1P2 antagonist assay, inhibition at 5 uM. inhibition, % at 5 µM. 97,000 compounds, 0.21% hits. AID 736; in the data active = inhibition above about 45%;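 note: CRE beta-lactamase reporter cells expressing human S1P2 stimulated with S1P; 0% = agonist at EC80 alone and 100% = agonist plus reference antagonist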
Target sequence (O95136 whole entry, looked up): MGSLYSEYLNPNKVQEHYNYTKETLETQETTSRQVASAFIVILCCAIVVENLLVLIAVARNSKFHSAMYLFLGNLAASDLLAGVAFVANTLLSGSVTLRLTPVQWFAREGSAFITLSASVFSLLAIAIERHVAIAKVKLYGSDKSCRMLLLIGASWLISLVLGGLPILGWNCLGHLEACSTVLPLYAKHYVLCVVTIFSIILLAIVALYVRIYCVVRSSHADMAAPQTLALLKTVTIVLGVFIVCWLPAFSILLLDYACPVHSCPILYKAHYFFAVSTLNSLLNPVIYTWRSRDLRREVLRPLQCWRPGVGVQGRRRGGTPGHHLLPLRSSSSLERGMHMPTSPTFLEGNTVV
S1P2 ag: agonists of human S1P2 receptor; 97,000 compounds, 0.46% hits; S1P2-expressing cell line, agonist reporter read-out; activation, % at 4.5 µM; in the data active = activation above about 16%;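 note: 0% = vehicle low control and 100% = maximal reference agonist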
PostGolgi ctrl: yeast control strain growth, post-Golgi counter-screen; efflux-deficient yeast background strain, growth absorbance A615, 16 h; inhibition, % at 10 µM; 98,000 compounds, 5% hits; AID 738
PostGolgi yeast: growth inhibition of a yeast mutant, post-Golgi transport screen; post-Golgi transport phenotypic cell assay; inhibition, % at 10 µM; 98,000 compounds, 0.9% hits;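 note: yeast cells grown in 1536-well plates; yeast grown about 18 h at 30C before absorbance read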
HUVEC prolif 384: blocks proliferation of human endothelial cells. HUVEC proliferation, CellTiter-Glo luminescence, 72 h; hits give low values. viability, % at 10 µM (by protocol). 86,000 compounds, 1.1% hits. AID 648;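 active = viability at or below 30%; inactive = viability above 30%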;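 note: 100% = median luminescence of DMSO-only cell control wells on each plate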
Lung fibro prol: blocks proliferation of human lung fibroblasts. viability, % at 10 µM. 85,000 compounds, 1.1% hits. LL 47 human lung fibroblast viability, ATP luminescence; hits give low values;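 active = viability at or below 50% in the single dose screen; inactive = viability above 50%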;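 note: compound exposure lasted 72 h before the ATP readout; 100% = median luminescence of untreated cell-only wells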
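Test system: LL 47 human lung fibroblasts / Incubation: 72 h compound exposure at 37 °C after overnight plating / Technique: luminescent ATP detection, CellTiter-Glo / Compound dosing: 0.1% DMSO in all compound wells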
DAT uptake mod: modulates human dopamine transporter uptake under cocaine; LLC-PK1 hDAT cells, [14C]-dopamine uptake with cocaine IC80; actives deviate in either direction; B-score at 10 µM; 110,000 compounds, 1.3% hits; AID 449768;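 active = Z score or B-score, a plate-position-corrected score, falls beyond the plate's 99.7% confidence bounds, in either direction; inactive = both scores lie inside the 99.7% bounds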;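 note: scored against the spread of the other compound wells on the same plate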
Target sequence (Q01959 whole entry, looked up): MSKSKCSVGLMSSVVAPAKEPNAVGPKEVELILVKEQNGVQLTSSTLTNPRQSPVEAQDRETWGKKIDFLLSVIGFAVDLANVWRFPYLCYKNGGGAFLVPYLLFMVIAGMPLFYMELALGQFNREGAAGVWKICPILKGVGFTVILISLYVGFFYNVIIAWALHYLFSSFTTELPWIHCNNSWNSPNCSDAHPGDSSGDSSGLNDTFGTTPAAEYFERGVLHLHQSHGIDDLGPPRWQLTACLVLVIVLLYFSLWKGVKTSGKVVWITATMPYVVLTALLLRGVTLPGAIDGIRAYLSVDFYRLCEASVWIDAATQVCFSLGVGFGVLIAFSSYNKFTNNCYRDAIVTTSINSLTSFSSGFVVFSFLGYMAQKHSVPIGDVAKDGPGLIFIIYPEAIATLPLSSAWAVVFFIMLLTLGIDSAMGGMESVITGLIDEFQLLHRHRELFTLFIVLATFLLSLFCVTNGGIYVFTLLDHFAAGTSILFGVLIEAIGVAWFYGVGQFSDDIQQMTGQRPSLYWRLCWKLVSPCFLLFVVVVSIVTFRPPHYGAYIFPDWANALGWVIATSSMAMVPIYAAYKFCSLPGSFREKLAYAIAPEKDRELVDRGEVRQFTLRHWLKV
Numbers without * were called inactive; x = no result given. Cut-off read from the data, not from the text of the source, unless noted: active = inhibition above about 30%; inactive = the rest. Rows are unselected; about 11% have a hit in one of these screens.

SMILES | E coli WT exp | H69AR inhibit | S1P2 antag | S1P2 ag | PostGolgi ctrl | PostGolgi yeast | HUVEC prolif 384 | Lung fibro prol | DAT uptake mod
O=C(Nc1nc2ccccc2s1)C1CC(=O)N(c2ccc(Br)cc2)C1 (configuration not stated) | -6 | 66 | 20 | -4 | 46* | -9 | 81 | 103 | -0.057
COc1ccc(OC)c(NC(=O)C2CCCNC2=O)c1 (configuration not stated) | -6 | 88 | 3 | -11 | 4 | 8 | 92 | 101 | -0.013
CC(=O)C(Sc1ccc2nnc(-c3ccc(F)cc3)n2n1)C(C)=O | 4 | 92 | 12 | -8 | 23 | -2 | 97 | 97 | 0.96
COc1ccc(Nc2nc(Nc3ccc(OC)cc3)nc(SC3=NCCS3)n2)cc1 | -21 | 95 | 8 | -5 | 18 | 16 | 73 | 98 | 0.85
CCOC(=O)N1CCC(NC(=O)Cn2ncc3c2-c2cc(C)ccc2OC3)CC1 | -1 | 84 | -9 | -9 | 5 | 1 | 100 | 110 | -0.1
O=C(O)Cn1ncc2c1-c1ccoc1CC2 | -4 | 99 | 14 | -1 | 5 | -2 | 105 | 103 | -0.48
COc1ccc2oc(C(=O)OCC(=O)NC(=O)NC(C)C)c(C)c2c1 | 4 | x | -15 | -4 | 16 | -15 | x | x | 0.51
CCOC(=O)Cn1c(Br)nc2c1c(=O)[nH]c(=O)n2C | -5 | 92 | -9 | -10 | 2 | -2 | 95 | 100 | 0.072
CCN(CC)CCN1C(=O)c2ccccc2NC1c1ccc(N(C)C)cc1 (configuration not stated) | 9 | 95 | -17 | -3 | -22 | 9 | 100 | 101 | -0.59
Cc1ccc(-c2nc(C#N)c(NCCN3CCCCC3)o2)cc1 | 12 | 90 | 5 | -2 | 3 | -5 | 92 | 94 | -0.63
CCOc1cc(/C=N\NC(=O)Cc2ccccc2)ccc1OCC(=O)Nc1ccc(C)c(C)c1 | -11 | x | -7 | -1 | 13 | -2 | x | x | x
c1ccc2c(Nc3nnc(-c4ccncc4)s3)cccc2c1 | 0 | x | 7 | -1 | 5 | -3 | x | x | 1.1
O=C(O)c1cc2ccc3ccccc3c2oc1=O | x | 122 | -13 | -5 | x | x | 109 | 99 | -0.44
Cc1cc(C)n(-c2ccc(F)cc2)c(=O)c1C(=O)O | 4 | 90 | -5 | -9 | 0 | 5 | 109 | 94 | -0.4
Oc1ccc(Br)cc1/C=N/n1cnc2ccccc21 | 2 | x | 20 | -3 | 32* | 3 | x | x | -0.39
O=c1ncn(-c2ccc(F)cc2)c2ncccc12 | 9 | x | -18 | -1 | -8 | -1 | x | x | 0.28
Cn1c(=O)[nH]c(=O)c2c1nc(Br)n2CCCSc1nc2ccccc2o1 | -11 | 16* | -19 | 7 | -8 | 5 | 57 | 60 | -0.74
Cc1ccc([N+](=O)[O-])cc1-c1ccc(/C=N/NC(=O)c2cc3c(ccc4ccccc43)o2)o1 | -17 | x | 12 | -4 | 13 | -2 | x | x | x
CCCn1c(=O)[nH]c(=O)c2c1nc(-c1ccccc1)n2CCN1CCOCC1 | 0 | 92 | -19 | -7 | -1 | -17 | 94 | 98 | -0.087
CC(O)CNc1nc2c(c(=O)n(C)c(=O)n2C)n1CCc1ccccc1 (configuration not stated) | -7 | 85 | -18 | -4 | 12 | 13 | 106 | 100 | 2

5 compounds from above, ordered by molecular weight, largest number first.
SMILES | E coli WT exp | H69AR inhibit | S1P2 antag | S1P2 ag | PostGolgi ctrl | PostGolgi yeast | HUVEC prolif 384 | Lung fibro prol | DAT uptake mod
Cc1ccc([N+](=O)[O-])cc1-c1ccc(/C=N/NC(=O)c2cc3c(ccc4ccccc43)o2)o1 | -17 | x | 12 | -4 | 13 | -2 | x | x | x
O=C(Nc1nc2ccccc2s1)C1CC(=O)N(c2ccc(Br)cc2)C1 (configuration not stated) | -6 | 66 | 20 | -4 | 46* | -9 | 81 | 103 | -0.057
CCOC(=O)N1CCC(NC(=O)Cn2ncc3c2-c2cc(C)ccc2OC3)CC1 | -1 | 84 | -9 | -9 | 5 | 1 | 100 | 110 | -0.1
CCCn1c(=O)[nH]c(=O)c2c1nc(-c1ccccc1)n2CCN1CCOCC1 | 0 | 92 | -19 | -7 | -1 | -17 | 94 | 98 | -0.087
Cc1ccc(-c2nc(C#N)c(NCCN3CCCCC3)o2)cc1 | 12 | 90 | 5 | -2 | 3 | -5 | 92 | 94 | -0.63

The results go on.
SMILES | E coli WT exp | H69AR inhibit | S1P2 antag | S1P2 ag | PostGolgi ctrl | PostGolgi yeast | HUVEC prolif 384 | Lung fibro prol | DAT uptake mod
CCN(CC)c1ccc(C2CC(=O)NC3=C2C(=O)CC(C)(C)C3)cc1 (configuration not stated) | -6 | 101 | 18 | -3 | 12 | -3 | 100 | 100 | 0.33
O=C(O)C1C2C=CC(O2)C1C(=O)Nc1ccccc1C(F)(F)F (configuration not stated) | -7 | 95 | 2 | -8 | 11 | -7 | 98 | 107 | 1.1
C=CCN=C(NC#N)SCC(=O)c1cccc(OC)c1 | 2 | 35* | 31 | -14 | 10 | 22 | 96 | 92 | 0.11
C=CCSc1nnc(-c2ccccc2NC(=O)CC)c(=O)[nH]1 | 1 | x | -1 | -5 | -2 | 5 | 95 | 99 | -1.2
CN(C)C(=C(C#N)C#N)N1CCN(c2ccc(Cl)c(Cl)c2)CC1 | -7 | x | 18 | -4 | 10 | 7 | x | x | 0.47
O=C(c1cccs1)N1CCN=C1SCc1cccnc1 | -11 | 95 | 19 | -13 | 31* | 6 | 104 | 102 | 0.093
COC(=O)CNC(=O)Cc1c(F)cccc1Cl | 2 | 108 | 11 | -5 | 7 | 1 | 97 | 95 | -1.4
Cc1noc(/C=C/NCc2cccnc2)c1S(=O)(=O)N(C)CC(=O)N1CCc2ccccc21 | 6 | 75 | -6 | -4 | 4 | -15 | 79 | 97 | 0.13
O=C(COC(=O)c1ccc(S(=O)(=O)N2CCOCC2)cc1)NC1CCCCCC1 | -1 | 92 | 13 | -11 | 2 | -8 | 92 | 96 | -1
CCOC(=O)c1cnc(-c2ccccc2)nc1Oc1cccc(Cl)c1 | -5 | x | 23 | -2 | 9 | 1 | x | x | -0.26
O=C(CSc1ccccn1)N1CCN(C(=O)CSc2ccccn2)CC1 | x | 95 | x | x | x | x | 97 | 93 | 1.6
O=C1CSC(c2ccccc2)N1c1nc(-c2ccc(Cl)cc2Cl)cs1 (configuration not stated) | -10 | x | 10 | -5 | 6 | 16 | x | x | -0.33
COc1ccc(/C=N/n2c(N)nc(-c3ccccc3)c2-c2ccccc2)cc1 | -4 | x | 9 | -6 | 19 | 2 | x | x | -0.28
CN(c1ccccc1C(=O)Nc1ccc(S(=O)(=O)N2CCCC2)cc1)S(C)(=O)=O | 3 | 96 | -3 | 1 | 8 | -12 | 91 | 103 | -0.29
NC(=O)c1ccc(N2CCCCC2)c(N2C(=O)C3C4C=CC(C4)C3C2=O)c1 (configuration not stated) | 1 | 71 | -5 | -4 | 14 | 2 | 98 | 100 | 0.5
CCOC(=O)N1CCN(C(=O)c2ccc(Cn3c(=S)[nH]c4cc5c(cc4c3=O)OCO5)cc2)CC1 | -4 | x | 2 | -12 | 5 | 7 | x | x | -1.3
CS(=O)(=O)N(CC(=O)N1CCCCCC1)c1ccccc1 | 0 | 104 | -10 | -5 | -7 | -9 | 95 | 105 | -0.73
CC1CCN(CCCNC(=O)c2cc3sccc3n2C)CC1 | 6 | 76 | 5 | -6 | 1 | 4 | 91 | 96 | -2
CCN1CCN(C(=O)N[C@@H](C(=O)N[C@@H]2C(=O)N3[C@@H]2SC(C)(C)[C@@H]3C(=O)O)c2ccccc2)C(=O)C1=O | x | 101 | x | x | x | x | 104 | 96 | 0.087
O=S1(=O)N=C(N2CCN(c3ccc(F)cc3)CC2)c2ccccc21 | -6 | 93 | -23 | -4 | 6 | 8 | 84 | 100 | -0.029
Cc1cnc(NC(=O)CN(C)S(=O)(=O)c2ccc(Cl)cc2)s1 | -1 | 75 | 8 | 1 | 9 | -1 | 90 | 101 | -1.6
Cc1cccc(NCc2ccccc2O)c1 | 5 | 108 | -4 | -4 | 5 | -17 | 88 | 94 | 1.6
COc1cc2c(cc1OC)CN(Cc1nc3ccsc3c(=O)[nH]1)CC2 | -10 | 76 | 9 | 1 | 15 | -7 | 92 | 98 | -0.069
COc1ccc(C(C(C(=O)c2cccs2)N2CCOCC2)N2CCOCC2)cc1OC (configuration not stated) | 11 | 80 | 14 | -3 | -6 | -8 | 96 | 98 | -1
COc1ccc2c(=O)cc(C(F)(F)C(F)(F)F)oc2c1 | 1 | 94 | 1 | -3 | 2 | -8 | 97 | 94 | -0.28
CC(=O)Nc1c(C(=O)O)oc2ccc(Cl)cc12 | -14 | 94 | 1 | -8 | 2 | -6 | 105 | 93 | x
Cc1cc(C)c2cc(C(O)c3nnnn3Cc3ccccc3)c(=O)[nH]c2c1 (configuration not stated) | 2 | 60 | 9 | -11 | -2 | 12 | 90 | 102 | 0.23
CCCOP(=O)(OCCC)C(Nc1cccc(C(F)(F)F)c1)c1ccc(C)cc1 (configuration not stated) | -13 | x | -13 | 1 | 12 | -4 | x | x | -0.22
Fc1cccc(Cl)c1Cc1noc(/C=C/c2ccccc2)n1 | -1 | x | 14 | -4 | 7 | 5 | x | x | -0.84
COC(=O)c1sc2ncn(-n3c(C)ccc3C)c(=O)c2c1C | -8 | 86 | -12 | -4 | 7 | -4 | 91 | 98 | x
CCN(CC)S(=O)(=O)c1cc(-c2nnc(-c3ccc(Br)cc3)o2)ccc1Br | x | 83 | -6 | -6 | x | x | 107 | 107 | -0.92
O=C(Nc1cc(C(F)(F)F)ccc1N1CCOCC1)c1cn2ccccc2n1 | -11 | 78 | -39 | 0 | 11 | 4 | 103 | 92 | -1.1
COCC(=O)n1nc(NCc2ccc(OC)cc2)nc1NCc1ccc(OC)cc1 | 0 | 109 | -31 | 0 | 87* | 49* | 93 | 90 | 0.53
Cn1c(=O)oc2cc(S(=O)(=O)N3CCCC(C(=O)N4CCn5c4nc4ccccc45)C3)ccc21 (configuration not stated) | -3 | 98 | x | x | 18 | 2 | 103 | 100 | -1
COc1cc(CNn2nnnc2N)cc(Br)c1OCC(=O)NC(C)(C)C | 7 | 81 | 9 | -3 | 9 | 2 | 92 | 99 | -0.85
Cc1ccc(-c2csc(NC(=S)NC(=O)/C=C/c3ccco3)n2)cc1 | -18 | x | -5 | -6 | 21 | 0 | x | x | 0.034
O=C(Cc1ccccc1)NCCCN1CCN(CCCNC(=O)Cc2ccccc2)CC1 | 5 | 92 | 7 | -10 | 1 | 4 | 111 | 98 | -0.67
CC1CCCCC12NC(=O)N(CC(=O)NC(=O)NCc1ccco1)C2=O (configuration not stated) | -3 | x | -14 | -8 | 4 | 4 | x | x | 0.6
COc1ccc(C2CC(c3cccs3)n3nc(N)nc3N2)cc1 (configuration not stated) | -3 | 92 | -8 | -6 | -2 | 12 | 97 | 107 | -1.9
Cc1ccc(-c2nnn(CC(=O)N(c3ccc(F)cc3)C(C(=O)NC(C)(C)C)c3ccco3)n2)o1 (configuration not stated) | x | 32* | -5 | -9 | x | x | 77 | 100 | -0.15
CC(C)c1nnc(NC(=O)CCC(=O)N2CCN(c3ccccn3)CC2)s1 | 1 | 95 | 24 | -3 | 6 | 3 | 92 | 101 | -0.043
CC(=O)Nc1ccc(-c2nnc(SCC(=O)n3c4c(c5ccccc53)CCCC4)n2C)cc1 | 2 | 35* | -4 | -5 | 3 | 6 | 93 | 100 | 0.51
Cc1noc(C)c1COc1cccc(C(=O)NCc2cccc(Cl)c2)c1 | -2 | 102 | -2 | -5 | 22 | 1 | 90 | 92 | -0.36
CN(C)CCCNC(=O)c1ccc(-c2ccccc2)cc1 | 4 | 91 | 4 | -2 | -1 | 1 | 87 | 97 | 0.055
